Autophagy HCS = alters autophagy in cells; MEF GFP-LC3 puncta imaging; test concentration mostly 10 µM; calls only at 10 µM (by protocol); 190,000 tested, 0.98% active;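 active = percentage of spot-positive cells more than 3 SD above its plate mean, without a fluorescence outlier flag or 80% toxicity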;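 also: spot-positive cell cutoff set from DMSO-treated cells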
bCat nuc transl = modulators of beta-catenin nuclear translocation | 190,000 tested, 0.3% active | nuclear translocation activity, % at 5 µM | AID 1665 | HeLa beta-catenin nuclear translocation, immunofluorescence imaging;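 active = nuclear translocation activity above 50% at 5 µM, with a well cell count of 50 or more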;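 also: per-cell ratio of nuclear to cytoplasmic median beta-catenin stain intensity; plate controls were DMSO negative control for no effect and GSK-3 inhibitor IX positive control for full effect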
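Technique: fluorescence imaging of beta-catenin antibody stain plus DAPI / Material: human HeLa cell line / Incubation: compound treatment 24 h, 37°C, 5% CO2 / Read-out basis: % activation of per-cell nuclear versus cytoplasmic median beta-catenin signal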
CSM14.1 death rescue = protection against thapsigargin-triggered cell killing – 384-well, CSM14.1, ATP luminescence, primary screen (AID 1222); CSM14.1 thapsigargin-induced death rescue, ATP luminescence; higher % means a stronger effect; cellular ATP content (survival), % at 20 µM, or EC50 in µM where a hit was titrated; 190,000 tested, under 10 active;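 active = EC50 below 50 µM in the dose-response confirmation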;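 also: death triggered by thapsigargin at about 15 µM added after 2 h compound pretreatment; cell ATP read after overnight thapsigargin exposure of roughly 18 to 22 hours; normalized against plate controls of thapsigargin alone and 5% DMSO vehicle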
Dynein cargo inh = dynein cargo transport inhibition. 3617.4 mouse cells, GR-EGFP nuclear translocation imaging; test concentration mostly 20 µM; stimulated with dexamethasone, 1 µM; active compounds read low. z-score, hits read low. 220,000 tested, 0.47% active. AID 1381;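 active = plate z-score of nuclear minus cytoplasmic receptor signal below a set negative limit, without overly bright fluorescence or cell loss, cut at about -3.5 in these data, passing the limit was not always enough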;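 also: z-score of nuclear minus cytoplasmic ring GR-EGFP intensity difference per well; some compounds called inactive have numbers as strong as hits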
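Also added: dexamethasone, 1.0 µM final. Medium: tet-free, stripped-serum medium. Detection: fixed, Hoechst-stained cells imaged at 10x for EGFP. Read-out: nuclear-to-cytoplasmic GR-EGFP distribution per well. Times: induction 48 h, compound 1 h, agonist 30 min.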
MT stabilize HCS = stabilizes microtubules in HeLa cells | HeLa tubulin immunostaining HCS, 24 h; share of cells brighter than vehicle mean+2SD | % tubulin-high responders, % at 10 µM | 200,000 tested, 0.83% active;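 active = plate Z-score above 3 for both tubulin-high and condensed-nucleus cell shares, with cell loss under 80%, at 10 µM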;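 also: anti alpha tubulin signal scored within the nucleus-defined area of each cell; some results filed as inactive read as strong as hits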
Hep lipid drop = hepatic lipid droplet formation modulation; inhibition, % at 6.5 µM; 240,000 tested, 0.4% active; AML12 mouse hepatocytes, oleate lipid droplets, BODIPY imaging;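 active = lipid droplet intensity inhibited by at least 50%, with more than 500 cells counted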
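material = mouse AML12 hepatocyte cell line, fixed after treatment | also added = 100 µM oleic acid challenge | doses = compound at 6.5 µM only | schedule = overnight exposure | technique = Image-based BODIPY and DAPI two-channel analysis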
Insulin prom up = MIN6 insulin promoter up-regulation | z-score at 5 µM | 190,000 tested, 0.3% active | MIN6 insulin promoter-GFP reporter, high-content imaging; active compounds read high;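 active = z-score above 3 at 5 µM with at least 500 cells counted in the well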
XIAP displacement = small molecules displacing peptide from XIAP – biochemical, IAP family, fluorescence polarization (AID 1018); XIAP BIR domain, fluorescence polarization peptide displacement; higher % means a stronger effect; one-dose displacement, % at 20 µM; IC50 in µM for titrated hits; 200,000 tested, 0.007% active; in the data active = displacement above about 50%; also: a part of the inactive calls stands beside numbers as strong as those of hits
WT yeast gro inh = growth inhibition of WT yeast, mitochondrial fusion screen; AID 1362; mitochondrial fusion phenotypic screen, WT strain; inhibition, % at 10 µM; 190,000 tested, 2.1% active; in the data active = inhibition above about 58%; tested in S. cerevisiae
WT yeast gro inh mutant strain = second read-out of WT yeast gro inh, no call of its own (marks repeat the call); inhibition, %; mitochondrial fusion phenotypic screen, mutant strain inhibition
Dynein cargo inh cytoplasmic EGFP = also measured in Dynein cargo inh; calls as there; z-score; measured here: cytoplasmic GR-EGFP intensity; active compounds read high
Dynein cargo inh nuclear GR-EGFP = recorded beside Dynein cargo inh, whose call it bears; z-score; measured here: nuclear GR-EGFP intensity;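 lower value marks the stronger effect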
Dynein cargo inh cell count = further read-out of Dynein cargo inh, marked with its call; z-score; measured here: cell count per field
Insulin prom up cell count = also measured in Insulin prom up; calls as there; cell count; measured here: cytotoxicity, nuclei count;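 total cells summed across four imaged fields per well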
Hep lipid drop cells 6.5 µM = further read-out of Hep lipid drop, marked with its call; cell count; measured here: cell count, cytotoxicity flag;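 cells counted across two imaged fields per well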
bCat nuc transl cell count 5 µM = further read-out of bCat nuc transl, marked with its call; cell count; measured here: cell count, cytotoxicity flag
MT stabilize HCS Hoechst-high % = second read-out of MT stabilize HCS, no call of its own (marks repeat the call); % Hoechst-high responders; measured here: nuclear condensation Hoechst responders;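 share of cells brighter than vehicle mean plus two SD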
MT stabilize HCS cytotoxicity % = also measured in MT stabilize HCS; calls as there; toxicity, %; measured here: cytotoxicity by cell density;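 0% = mean cell density of plate MIN control wells and 100% = no cells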
Autophagy HCS cell loss 18 h = also measured in Autophagy HCS; calls as there; toxicity, %; measured here: cell loss, nuclei count;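 cell loss after 18 h compound exposure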
Numbers without * were called inactive.

Results for Cc1ccc(N2C(=O)[C@@H]3[C@H](C2=O)C2c4ccccc4C=CN2[C@@H]3C(=O)c2ccco2)cc1 (stereo partly drawn) ?
Autophagy HCS: inactive; bCat nuc transl: -2.6; CSM14.1 death rescue: 1.4%; Dynein cargo inh: 1.1; MT stabilize HCS: 2.1; Insulin prom up: -0.68; XIAP displacement: -0.2%; WT yeast gro inh: 5; WT yeast gro inh mutant strain: -9; Dynein cargo inh cytoplasmic EGFP: -0.32; Dynein cargo inh nuclear GR-EGFP: 0.72; Dynein cargo inh cell count: 0.065; Insulin prom up cell count: 1448; bCat nuc transl cell count 5 µM: 1005; MT stabilize HCS Hoechst-high %: 2.7; MT stabilize HCS cytotoxicity %: 20; Autophagy HCS cell loss 18 h: 39

Results for O=[N+]([O-])c1ccc(S(=O)(=O)NCCc2cn3ccccc3n2)cc1 ?
Autophagy HCS: inactive; bCat nuc transl: 0.5; CSM14.1 death rescue: 6.1%; Dynein cargo inh: -0.83; MT stabilize HCS: 2.9; Hep lipid drop: 0; Insulin prom up: 0.2; XIAP displacement: -6.2%; WT yeast gro inh: 5; WT yeast gro inh mutant strain: 3; Dynein cargo inh cytoplasmic EGFP: -0.21; Dynein cargo inh nuclear GR-EGFP: 0.27; Dynein cargo inh cell count: 0.53; Insulin prom up cell count: 1385; Hep lipid drop cells 6.5 µM: 749; bCat nuc transl cell count 5 µM: 544; MT stabilize HCS Hoechst-high %: 2.6; MT stabilize HCS cytotoxicity %: 2.3; Autophagy HCS cell loss 18 h: 28

How did CCOc1ccc(CC(C(N)=O)C(N)=O)cc1CN(C)C do in these assays?
Autophagy HCS: inactive; bCat nuc transl: -0.9; CSM14.1 death rescue: 3.5%; Dynein cargo inh: 1; MT stabilize HCS: 1.4; Insulin prom up: -0.19; XIAP displacement: 2.8%; WT yeast gro inh: 10; WT yeast gro inh mutant strain: 8; Dynein cargo inh cytoplasmic EGFP: -0.17; Dynein cargo inh nuclear GR-EGFP: 1.7; Dynein cargo inh cell count: -1.7; Insulin prom up cell count: 1600; bCat nuc transl cell count 5 µM: 1429; MT stabilize HCS Hoechst-high %: 1.4; MT stabilize HCS cytotoxicity %: 0.2; Autophagy HCS cell loss 18 h: -15

How did O=C(O)c1ccc(/C=N/Nc2ccc(F)cc2F)cc1 do in these assays?
Autophagy HCS: inactive; bCat nuc transl: -2.8; CSM14.1 death rescue: -2.0%; Dynein cargo inh: -0.27; MT stabilize HCS: 1.7; Hep lipid drop: 3; XIAP displacement: 0.5%; WT yeast gro inh: 14; WT yeast gro inh mutant strain: 38; Dynein cargo inh cytoplasmic EGFP: -0.33; Dynein cargo inh nuclear GR-EGFP: 0.017; Dynein cargo inh cell count: 0.089; Hep lipid drop cells 6.5 µM: 716; bCat nuc transl cell count 5 µM: 1114; MT stabilize HCS Hoechst-high %: 1.5; MT stabilize HCS cytotoxicity %: 4.0; Autophagy HCS cell loss 18 h: 1

How did C=CCN=C(NC#N)SCC(=O)NC(C)(C)C do in these assays?
Autophagy HCS: inactive; bCat nuc transl: -0.6; CSM14.1 death rescue: -1.5%; Dynein cargo inh: -0.54; MT stabilize HCS: 2.4; Insulin prom up: 0.07; XIAP displacement: -3.1%; WT yeast gro inh: -3; WT yeast gro inh mutant strain: -3; Dynein cargo inh cytoplasmic EGFP: -0.18; Dynein cargo inh nuclear GR-EGFP: -0.23; Dynein cargo inh cell count: 1.2; Insulin prom up cell count: 970; bCat nuc transl cell count 5 µM: 1125; MT stabilize HCS Hoechst-high %: 2.7; MT stabilize HCS cytotoxicity %: 8.6; Autophagy HCS cell loss 18 h: -5

How did COc1ccc(OC)c(-n2c(-c3cccc(O)c3)n[nH]c2=S)c1 do in these assays?
Autophagy HCS: inactive; bCat nuc transl: 0.6; Dynein cargo inh: -0.65; MT stabilize HCS: 1.0; Hep lipid drop: 2; Insulin prom up: 0.26; XIAP displacement: -5.4%; WT yeast gro inh: -13; WT yeast gro inh mutant strain: -1; Dynein cargo inh cytoplasmic EGFP: -0.22; Dynein cargo inh nuclear GR-EGFP: -0.21; Dynein cargo inh cell count: 1.1; Insulin prom up cell count: 1127; Hep lipid drop cells 6.5 µM: 720; bCat nuc transl cell count 5 µM: 1010; MT stabilize HCS Hoechst-high %: 2.0; MT stabilize HCS cytotoxicity %: 21; Autophagy HCS cell loss 18 h: 10

How did Cc1c(NC(=O)C(C)OC(=O)c2ccc(Br)o2)c(=O)n(-c2ccccc2)n1C (stereo not drawn) do in these assays?
Autophagy HCS: inactive; bCat nuc transl: 0.2; CSM14.1 death rescue: 0.4%; Dynein cargo inh: -0.8; MT stabilize HCS: 1.8; Hep lipid drop: -2; Insulin prom up: 0.12; XIAP displacement: -4.9%; WT yeast gro inh: 2; WT yeast gro inh mutant strain: -3; Dynein cargo inh cytoplasmic EGFP: -0.33; Dynein cargo inh nuclear GR-EGFP: -0.18; Dynein cargo inh cell count: 0.47; Insulin prom up cell count: 1338; Hep lipid drop cells 6.5 µM: 662; bCat nuc transl cell count 5 µM: 1006; MT stabilize HCS Hoechst-high %: 2.7; MT stabilize HCS cytotoxicity %: 11; Autophagy HCS cell loss 18 h: 11

What do the screens show for `CSc1ccc(/C=N/NC(=O)CN2CCN(Cc3ccccc3Cl)CC2)cc1`?
Autophagy HCS: inactive; bCat nuc transl: -2.1; CSM14.1 death rescue: -4.0%; Dynein cargo inh: -1.2; MT stabilize HCS: 3.6; Hep lipid drop: -8; Insulin prom up: -0.38; XIAP displacement: -0.4%; WT yeast gro inh: -3; WT yeast gro inh mutant strain: -9; Dynein cargo inh cytoplasmic EGFP: -0.24; Dynein cargo inh nuclear GR-EGFP: -0.89; Dynein cargo inh cell count: 1; Insulin prom up cell count: 1416; Hep lipid drop cells 6.5 µM: 667; bCat nuc transl cell count 5 µM: 1089; MT stabilize HCS Hoechst-high %: 2.5; MT stabilize HCS cytotoxicity %: 10; Autophagy HCS cell loss 18 h: 1

How did Cn1cnnc1SCC(=O)NCCC(c1ccccc1)c1ccccc1 do in these assays?
Autophagy HCS: inactive; bCat nuc transl: -5.5; CSM14.1 death rescue: -0.8%; Dynein cargo inh: 0.16; MT stabilize HCS: 3.8; Hep lipid drop: 2; Insulin prom up: -0.47; XIAP displacement: -2.5%; WT yeast gro inh: -10; WT yeast gro inh mutant strain: 17; Dynein cargo inh cytoplasmic EGFP: -0.24; Dynein cargo inh nuclear GR-EGFP: 0.079; Dynein cargo inh cell count: 1.2; Insulin prom up cell count: 915; Hep lipid drop cells 6.5 µM: 730; bCat nuc transl cell count 5 µM: 1396; MT stabilize HCS Hoechst-high %: 2.7; MT stabilize HCS cytotoxicity %: 1.9; Autophagy HCS cell loss 18 h: 1

What do the screens show for `COC(=O)Cc1c(C)nc2nc(Cc3ccccc3)[nH]n2c1=O`?
Autophagy HCS: inactive; bCat nuc transl: 1.9; CSM14.1 death rescue: 1.7%; Dynein cargo inh: 1.6; MT stabilize HCS: 2.5; Hep lipid drop: 26; Insulin prom up: -0.4; XIAP displacement: -1.7%; WT yeast gro inh: 7; WT yeast gro inh mutant strain: 4; Dynein cargo inh cytoplasmic EGFP: -0.16; Dynein cargo inh nuclear GR-EGFP: -0.2; Dynein cargo inh cell count: -0.08; Insulin prom up cell count: 1320; Hep lipid drop cells 6.5 µM: 791; bCat nuc transl cell count 5 µM: 1178; MT stabilize HCS Hoechst-high %: 1.6; MT stabilize HCS cytotoxicity %: 8.8; Autophagy HCS cell loss 18 h: 1

Results for COc1cccc(C(=O)N(Cc2ccc3c(c2)OCO3)Cc2nc3ccccc3c(=O)[nH]2)c1 ?
Autophagy HCS: inactive; bCat nuc transl: -2.8; CSM14.1 death rescue: 2.4%; Dynein cargo inh: 1.1; MT stabilize HCS: 4.3; Insulin prom up: 0.01; XIAP displacement: 0.0%; WT yeast gro inh: -10; WT yeast gro inh mutant strain: -15; Dynein cargo inh cytoplasmic EGFP: -0.16; Dynein cargo inh nuclear GR-EGFP: 0.6; Dynein cargo inh cell count: -1.9; Insulin prom up cell count: 1135; bCat nuc transl cell count 5 µM: 980; MT stabilize HCS Hoechst-high %: 1.6; MT stabilize HCS cytotoxicity %: 15; Autophagy HCS cell loss 18 h: 32

What do the screens show for `COc1ccc(-c2csc(NC(=S)NC(=O)/C=C/c3ccco3)n2)cc1Br`?
bCat nuc transl: -2.4; Dynein cargo inh: -0.064; Hep lipid drop: 10; Insulin prom up: 0.09; Dynein cargo inh cytoplasmic EGFP: -0.23; Dynein cargo inh nuclear GR-EGFP: -0.06; Dynein cargo inh cell count: -0.12; Insulin prom up cell count: 900; Hep lipid drop cells 6.5 µM: 653; bCat nuc transl cell count 5 µM: 1171

Results for CCCCCn1c(Br)nc2c1c(=O)n(CC(N)=O)c(=O)n2C ?
Autophagy HCS: inactive; bCat nuc transl: -5.4; CSM14.1 death rescue: -0.5%; Dynein cargo inh: 0.059; MT stabilize HCS: 1.2; Insulin prom up: 0.77; XIAP displacement: -3.8%; WT yeast gro inh: 4; WT yeast gro inh mutant strain: 9; Dynein cargo inh cytoplasmic EGFP: -0.18; Dynein cargo inh nuclear GR-EGFP: 0.35; Dynein cargo inh cell count: -0.9; Insulin prom up cell count: 989; bCat nuc transl cell count 5 µM: 872; MT stabilize HCS Hoechst-high %: 1.4; MT stabilize HCS cytotoxicity %: 5.2; Autophagy HCS cell loss 18 h: 8

Source: PubChem
